Glioma ERSR ind: ER stress response induction in glioma | U87-MG GRP78 promoter luciferase reporter, 16 h | Potency, µM, inactives show at the top dose activation, usual class: activators | hit rate 0.02% among 420,000 | AID 602332; also: potency is read from the fitted curve at half-maximal effect; series mostly up to about 76 µM; % of control where 0% means no effect; nearly all actives have a fitted effect of over 35% in size
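Stably transfected U87-MG human glioma cells carrying a GRP78-based luminescent sensor were seeded at 1000 cells/well, pin-dosed with compounds and incubated 16 h. Luciferase reagent was then added, and end-point luminescence was read after 10 min at room temperature.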
Vif-A3G inh: blocks the Vif interaction with human APOBEC3G; HeLa A3G-eYFP + Vif (tagged APOBEC3G with the HIV-1 protein that degrades it), YFP fluorescence, overnight; Potency, µM (series often up to 46.1 µM), for inactives: at the top dose activity, negative = active, most hits filed as inhibitors; hit rate 0.076% among 410,000; AID 602310;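 also: potency is read from the fitted curve at half-maximal effect; % is scaled to controls: 0 for no effect and ±100 for the full control effect; nearly all actives have a fitted effect of over 60% in size; hits raise eYFP signal because A3G escapes Vif-driven loss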
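Read-out is eYFP fluorescence (Ex 488/Em 500-530) from Vif-expressing HeLa A3G-eYFP cells; more signal means A3G escaped Vif-mediated degradation. Cells plated overnight, compound pinned in, incubated overnight at 37 deg C.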
LDHA inh: LDHA (human) enzyme inhibition | P00338 | purified LDHA, NADH/diaphorase-resazurin fluorescence; hits give low values | activity change, % (values are at about 110 or 230 µM) | hit rate 0.15% among 480,000; in the data active = activity change below about -30%; inconclusive = mostly about -25% to -30%;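 also: plate controls were DMSO wells for no effect and wells without enzyme for full effect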
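Enzyme activity of human lactate dehydrogenase 5 (2 nM; 0.06 mM NADH, 0.2 mM pyruvate, 5 min, RT) is measured via a resazurin/diaphorase fluorescence readout of residual NADH.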
RXFP1 agonist: activates the human relaxin receptor RXFP1; AID 2676; hit rate 0.3% among 370,000; Q9HBX9; Potency, µM (highest dose often 57.5 µM), for the others: at the top dose activation, most hits filed as activators; HEK293T-RXFP1 cAMP TR-FRET, 30 min; response scale: percent of porcine relaxin response, buffer zero; also: potency is read from the fitted curve at half-maximal effect; % is scaled to controls: 0 for no effect and ±100 for the full control effect; nearly all actives have a fitted effect of over 60% in size; many of its hits are not listed in these tables
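HEK293T cells stably expressing RXFP1 were pretreated with the PDE4 inhibitor Ro 20174, exposed to compounds for 30 min at 37C, lysed, and cAMP was read by TR-FRET. Data normalized to buffer (basal) and 29 nM porcine relaxin (100%).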
PI4K2A block: PI4K2A (human) kinase inhibition; Q9BTU6; purified PI4K2A, ADP-Glo luminescence, 1 h; hits give low values; activity change, negative = inhibition, % at 76.9 µM; hit rate 0.13% among 420,000; AID 1346378; in the data active = activity change below about -50%; inconclusive = mostly about -30% to -49%;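 also: -100% = wells without enzyme as full effect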
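PI4K2A activity was measured by ADP-Glo luminescence: enzyme (4 ug/mL stock) and phosphatidylinositol (1.2 mM stock) in Tris pH 7.5/MgCl2/EGTA/Triton X-100 buffer were reacted with ATP (300 microM stock) for one hour at ambient temperature.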
TrxR1 substrate: is turned over as a substrate by rat TrxR1; Potency, µM (doses to about 114 µM), inactives show at the top dose activity change, negative = substrate turnover; AID 588456; hit rate 0.01% among 390,000; purified TrxR1 substrate turnover, NADPH consumption readout; O89049; also: potency is read from the fitted curve at half-maximal effect; % is scaled to controls: 0 for no effect and ±100 for the full control effect; nearly all actives have a fitted effect of over 50% in size
Target sequence (O89049 whole entry, looked up): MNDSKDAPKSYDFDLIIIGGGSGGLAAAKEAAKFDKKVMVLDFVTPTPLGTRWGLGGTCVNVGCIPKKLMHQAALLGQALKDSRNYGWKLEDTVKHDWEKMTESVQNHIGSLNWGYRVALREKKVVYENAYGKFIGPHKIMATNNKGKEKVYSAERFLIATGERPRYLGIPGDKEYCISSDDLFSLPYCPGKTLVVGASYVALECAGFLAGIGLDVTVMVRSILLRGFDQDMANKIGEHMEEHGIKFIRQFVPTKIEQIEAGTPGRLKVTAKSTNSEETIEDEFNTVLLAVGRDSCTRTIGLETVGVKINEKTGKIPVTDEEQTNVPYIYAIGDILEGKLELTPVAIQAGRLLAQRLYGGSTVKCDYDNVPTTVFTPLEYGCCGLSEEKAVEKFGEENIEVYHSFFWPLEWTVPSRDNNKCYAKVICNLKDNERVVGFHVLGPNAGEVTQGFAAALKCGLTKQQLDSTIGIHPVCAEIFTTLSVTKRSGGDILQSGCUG
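Rat TrxR1, dispensed at 90 nM, was prereduced with 400 uM NADPH (final) for 5 min at ~22 deg C, then incubated with compound 15 min before 400 uM selenite. A first-read NADPH fluorescence drop versus no-compound background flagged substrates.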
Vif-APOBEC3F blk: Vif-A3F binding inhibition; HeLa A3F-eYFP + Vif (tagged APOBEC3F with the HIV-1 protein that degrades it), YFP fluorescence increase; Potency, µM (series often up to 46.1 µM), without a hit: at the top dose activity, negative = active; hit rate 0.2% among 390,000; also: potency is read from the fitted curve at half-maximal effect; % of control where 0% means no effect; nearly all actives have a fitted effect of over 65% in size
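HeLa cells stably expressing A3F-eYFP plus Vif, plated and incubated overnight at 37 deg C, then exposed to compounds overnight at 37 deg C. Blocked degradation read as raised yellow fluorescence (Ex 488/Em 500-530).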
mIDH1 inhibitor: blocks human mutant IDH1 R132H enzyme | Potency, µM (top dose mostly 76.6 µM), without a hit: at the highest dose activity change, negative = inhibition, actives largely listed as inhibitors | IDH1-R132H enzyme, NADPH consumption, diaphorase/resazurin fluorescence | O75874 | hit rate 0.093% among 390,000; also: potency is read from the fitted curve at half-maximal effect; % is scaled to controls: 0 for no effect and ±100 for the full control effect; nearly all actives have a fitted effect of over 65% in size
Target sequence (O75874 whole entry R132H, stated change not applied): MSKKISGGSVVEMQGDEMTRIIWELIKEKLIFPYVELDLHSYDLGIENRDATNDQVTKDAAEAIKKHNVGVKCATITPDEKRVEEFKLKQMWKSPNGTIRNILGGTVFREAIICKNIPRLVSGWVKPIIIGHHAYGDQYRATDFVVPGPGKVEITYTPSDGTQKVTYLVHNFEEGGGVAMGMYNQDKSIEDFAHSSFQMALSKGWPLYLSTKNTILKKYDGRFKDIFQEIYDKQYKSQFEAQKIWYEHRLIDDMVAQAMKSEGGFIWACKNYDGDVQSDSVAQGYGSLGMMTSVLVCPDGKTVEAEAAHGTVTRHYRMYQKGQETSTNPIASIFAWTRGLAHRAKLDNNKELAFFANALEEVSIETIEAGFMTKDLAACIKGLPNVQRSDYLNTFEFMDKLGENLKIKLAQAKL
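IDH1-R132H (0.5 ug/mL dispensed) in pH 7.5 Tris buffer was preincubated 30 min with compound, then given a substrate mix of 0.016 mM NADPH and 2 mM alpha-KG for 80 min at room temperature; remaining NADPH was read by diaphorase/resazurin fluorescence.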
USP1 inh: USP1/UAF1 (human) deubiquitinase inhibition. O94782. recombinant USP1/UAF1, Ub-Rhodamine cleavage fluorescence. Potency, µM (titrated, usually from 57.1 µM), inactives show top-dose activity change, negative = inhibition, most hits filed as inhibitors. hit rate 0.23% among 390,000. AID 743255; also: potency is read from the fitted curve at half-maximal effect; % is scaled to controls: 0 for no effect and ±100 for the full control effect; nearly all actives have a fitted effect of over 60% in size; inactives centre near -12
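In this screen, compounds sit with the deubiquitinase complex (1nM) for 15 min at room temperature before Ub-Rho is added at 150nM final. Fluorescence rise is then followed for 6 reads every 60 seconds.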
* marks the source's active call; other numbers are inactive results; ? = inconclusive; nt = not tested or not shown; [ ] = remark or other dose. Unless noted, calls follow the shape of the dose curve; as a rule, active = well fitted curve in the direction sought with a large enough effect; inconclusive = small, poorly fitted or top-dose-only effect, or another doubt; inactive = no such curve, though single readings can be large; an effect the other way counts as inactive or inconclusive. A portion of the library, so the mix of outcomes need not match the whole.

SMILES | Glioma ERSR ind | Vif-A3G inh | LDHA inh | RXFP1 agonist | PI4K2A block | TrxR1 substrate | Vif-APOBEC3F blk | mIDH1 inhibitor | USP1 inh
O=C1C2C(c3ccccc3)CC=CC2[C@H](c2cccc([N+](=O)[O-])c2)N1Cc1ccccc1 (some centres not stated) | -3% | 2% | -11 | 0.0% | -4 | -4% | 4% | -1% | -19%
Cc1ccccc1NC(=O)c1cccc2nc3ccccc3nc12 | -4% | -6% | -7 | 3.2% | -5 | 2% | -4% | 1% | -6%
CCc1ccc(NC(=O)CSc2nnc(CNC(=O)c3ccco3)o2)cc1 | -3% | -5% | -20 | -2.2% | -3 | -1% | 8% | 12% | -21%
CCN1CCN(C(=O)c2cc3c(s2)-c2c(C)cccc2OC3)CC1 | 3% | 2% | 1 | 16% | 1 | 169%[activator][57.1 µM] | 1% | 0% | -19%
O=C(CN1CCN(S(=O)(=O)c2ccc3ccccc3c2)CC1)Nc1ccc(N2CCOCC2)cc1 | -2% | 0% | -4 | 0.7% | 1 | -2% | 0% | 3% | -8%
O=C(COc1ccccc1F)NNC(=O)c1ccc2c(=O)n3c(nc2c1)CCC3 | -2% | 2% | -7 | 1.9% | 8 | -4% | 9% | 6% | -10%
O=C(Nc1ccc(S(=O)(=O)Nc2cnc3ccccc3n2)cc1)c1ccc([N+](=O)[O-])cc1Cl | 0% | 1% | -4 | 1.3% | -1 | -10% | -1% | 13% | -6%
C#CCOCCOCCOCCNc1nc(N2CCN(C(=O)Cn3cc(CCO)nn3)CC2)nc(N2CCN(C(=O)[C@H]([C@@H](C)CC)n3cc(CCCN=C(N)N)nn3)CC2)n1 | -4% | 1% | -4 | nt | -3 | 7%[57.1 µM] | -2% | -10% | -13%
COc1ccccc1CCN1CCCC(CN(C)C(=O)c2ccc3nc[nH]c3c2)C1 (configuration not stated) | -7% | 1% | -4 | -1.6% | 3 | -12% | -3% | 5% | -6%
CCOc1ccccc1NC(=O)Nc1ccon1 | -1% | 1% | 0 | -0.5% | 0 | 11% | 1% | 13% | -17%
Cc1cc(C)cc(OC(=O)COc2ccccc2C)c1 | -4% | 0% | -5 | 0.0% | 1 | 6%[2.29 µM] | -6% | 13% | -6%
COc1ccc(Nc2nnc(SCC3CCCCO3)s2)cc1 (configuration not stated) | 2% | 3% | -1 | -1.4% | -1 | 1% | 1% | 4% | -24%
Cn1c(N)c(C(=O)CSc2ncn[nH]2)c(=O)n(C)c1=O | -6% | 0% | 0 | 13% | -2 | 12% | 1% | 9% | -4%
COc1ccc(NC(=O)CSc2n[nH]c(C)c2[N+](=O)[O-])cc1 | 0% | 4% | -3 | -1.8% | -5 | 4% | 0% | 5% | -20%
Cn1cc(C(=O)c2ccc(Cl)cc2)cc1-c1nc2ccccc2n1C | -6% | -7% | -6 | 2.1% | -1 | 5%[57.1 µM] | -3% | 1% | -19%
CC(C)c1ccc(S(=O)(=O)Nc2ccc(N3CCOCC3)cc2)cc1 | 1% | -4% | 2 | 0.3% | 0 | 8%[0.0914 µM] | -15% | -5% | 3%
Cc1n[nH]c(=O)c2c(NC(=O)CSc3nnc(-c4ccco4)n3C)oc(C)c12 | -2% | 2% | 1 | 2.3% | 1 | -5% | 1% | 2% | -11%
Cc1ccc(S(=O)(=O)N2[C@@H](c3cccc(Cl)c3)C(C(=O)OC(C)(C)C)=CC[C@H]2c2ccc(C(C)C)cc2)cc1 | -3% | 3% | -7 | nt | 1 | nt | nt | nt | nt
COc1cc(NC(=O)c2ccc3c(c2)C(=O)N(CCC(C)C)C3=O)c(C(=O)O)cc1OC | -4% | 1% | 0 | -2.0% | -1 | 1% | -11% | -4% | -21%
COc1ccccc1/C=C/C(=O)OC(C)CN1CCCCC1 (configuration not stated) | -2% | -7% | -6 | -0.4% | -2 | 8%[57.1 µM] | 11% | 6% | -11%
CCOC1=C2CN(S(=O)(=O)c3ccc(C)cc3)[C@H](c3ccccc3)C[C@H]2[C@H]2C(=O)N(c3ccccc3)C(=O)[C@H]2C1 | -1% | -3% | -3 | nt | 0 | nt | nt | nt | nt
CC(=O)N1CCN(c2ccccc2NC(=O)COc2cc(C)cc(C)c2)CC1 | -7% | -2% | 0 | 0.2% | -4 | 9%[0.0914 µM] | ? | 1% | -14%
CCOc1ccc(NC(=O)CSc2nc3ccccc3nc2N2CC(C)OC(C)C2)cc1 (configuration not stated) | 0% | 0% | -4 | 3.7% | 3 | 8%[57.1 µM] | 4% | -5% | -4%
Cc1cc(C)n(-c2nc3ccccc3n3nnnc23)n1 | 1% | 2% | -1 | 0.3% | 0 | -7%[57.1 µM] | 2% | 5% | -14%
O=C(NC1CCN(C(=O)Nc2cccc(Cl)c2)CC1)c1ccccc1 | -5% | 1% | 1 | -0.4% | -3 | 4% | 1% | -8% | -14%
COc1ccc(OCc2nc(-c3ccc(F)c(F)c3)cs2)cc1 | -1% | -5% | -3 | -0.4% | -20 | 2% | 12% | 10% | -12%
C/C(=N\N1CCN(Cc2ccccc2Cl)CC1)c1ccc([N+](=O)[O-])cc1 | 4% | 0% | -4 | 1.1% | 2 | 0% | 18% | -1% | -14%
Cc1cc(C)c(S(=O)(=O)NCC(c2ccco2)S(=O)(=O)c2ccccc2)c(C)c1 (configuration not stated) | -2% | -2% | 3 | 2.1% | 4 | 6%[57.1 µM] | -23% | 12% | -10%
CCc1n[nH]c(=S)n1/N=C/c1ccc(-c2ccc(Br)cc2)o1 | -3% | -4% | -2 | nt | -1 | 5% | -13% | 0% | -21%
CC(C)N1CC2=C(OC(N)=C(C#N)C2c2cccnc2)/C(=C/c2cccnc2)C1 (configuration not stated) | -1% | 1% | 3 | -1.2% | 1 | 1%[57.1 µM] | -3% | -3% | -11%

Record cards, as listed above. Screens in order: Glioma ERSR ind	Vif-A3G inh	LDHA inh	RXFP1 agonist	PI4K2A block	TrxR1 substrate	Vif-APOBEC3F blk	mIDH1 inhibitor	USP1 inh
CC(C)N1CC2=C(OC(N)=C(C#N)C2c2cccnc2)/C(=C/c2cccnc2)C1 (configuration not stated) as listed: -1%	1%	3	-1.2%	1	1%[57.1 µM]	-3%	-3%	-11%
CC(=O)N1CCN(c2ccccc2NC(=O)COc2cc(C)cc(C)c2)CC1 as listed: -7%	-2%	0	0.2%	-4	9%[0.0914 µM]	?	1%	-14%

Two compounds picked at random from the list so far, as already listed:
SMILES | Glioma ERSR ind | Vif-A3G inh | LDHA inh | RXFP1 agonist | PI4K2A block | TrxR1 substrate | Vif-APOBEC3F blk | mIDH1 inhibitor | USP1 inh
C/C(=N\N1CCN(Cc2ccccc2Cl)CC1)c1ccc([N+](=O)[O-])cc1 | 4% | 0% | -4 | 1.1% | 2 | 0% | 18% | -1% | -14%
CCc1n[nH]c(=S)n1/N=C/c1ccc(-c2ccc(Br)cc2)o1 | -3% | -4% | -2 | nt | -1 | 5% | -13% | 0% | -21%

Individual results from the entries so far.
Reading for `Cc1cc(C)c(S(=O)(=O)NCC(c2ccco2)S(=O)(=O)c2ccccc2)c(C)c1` (configuration not stated) in Vif-A3G inh: -2%
Reading for `O=C(NC1CCN(C(=O)Nc2cccc(Cl)c2)CC1)c1ccccc1` in PI4K2A block: -3

The results go on.
SMILES | Glioma ERSR ind | Vif-A3G inh | LDHA inh | RXFP1 agonist | PI4K2A block | TrxR1 substrate | Vif-APOBEC3F blk | mIDH1 inhibitor | USP1 inh
O=S(=O)(c1ccccc1)n1nc(-c2ccccc2)nc1NCc1ccc(Cl)cc1 | 0% | 0% | 3 | 5.2% | 0 | 4% | -2% | 1% | -31%
CCOc1ccc(NC(=O)Nc2c[nH]c(=O)[nH]c2=O)cc1 | -1% | 4% | -1 | 1.8% | 4 | 0% | 4% | 11% | -31%
CC1(C(=O)NC2CCCCCC2)CCC(=O)N1Cc1ccc2c(c1)OCO2 (configuration not stated) | -3% | 0% | -2 | 0.0% | 1 | -3% | -12% | 4% | 6%
CC(C)C[C@@H](CO)NS(=O)(=O)c1cc(Cl)ccc1F | -1% | -5% | -6 | nt | -4 | -2% | -1% | 9% | -5%
Cc1ccc2oc(C(=O)N(Cc3ccccc3F)C3CCS(=O)(=O)C3)c(C)c2c1 (configuration not stated) | -3% | -1% | 2 | 0.5% | -6 | -10% | 1% | 8% | -11%
CN(C)c1cccc(C(=O)NNC(=O)/C=C/c2cccs2)c1 | 1% | 0% | 4 | -3.4% | -5 | 2% | -7% | 2% | -23%
CCC(=O)N1CCC2(CC1)Oc1ccc(Cl)cc1C(=O)C21CC(c2ccc(Cl)cc2)=NO1 (configuration not stated) | -3% | -5% | -1 | -2.5% | 1 | 5%[57.1 µM] | 8% | -4% | -20%
O=C(Cc1ccccc1)Nc1ccc(NC(=S)NC(=O)c2ccccc2)cc1 | -6% | 0% | 1 | -0.1% | 3 | -15% | -4% | 2% | -13%
COc1cc(NC(=O)c2cccc(C)c2)c(OC)cc1NC(=O)CN1CCOCC1 | -1% | 1% | 2 | -1.4% | 4 | -5% | -6% | 7% | -4%
COC(C(=O)NNC(=O)CCc1ccccc1)c1ccccc1 (configuration not stated) | -2% | 0% | 0 | -0.6% | -4 | 5% | 4% | 0% | -18%
COc1ccc(C2/C=C\CN(CC(C)(C)C)CC(=O)N2Cc2ccc(F)cc2)cc1 (configuration not stated) | 3% | -8% | 1 | 4.0% | -4 | -1% | -5% | 7% | ?
